# Source: PubChem BioAssay (Broad Institute)
# NSD2 inh: inhibitors of human NSD2 methyltransferase. O96028. NSD2-SET H3K36me1 DELFIA fluorescence, biochemical. inhibition, % at 12.5 µM. actives 0.07% (n = 44,000). AID 624260; in the data active = inhibition above about 54%, passing the limit was not always enough; inconclusive = no clear call, values can overlap the other calls;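 also: inhibitors reduce the monomethyl H3K36 fluorescence signal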
# Target sequence (O96028 whole entry, looked up): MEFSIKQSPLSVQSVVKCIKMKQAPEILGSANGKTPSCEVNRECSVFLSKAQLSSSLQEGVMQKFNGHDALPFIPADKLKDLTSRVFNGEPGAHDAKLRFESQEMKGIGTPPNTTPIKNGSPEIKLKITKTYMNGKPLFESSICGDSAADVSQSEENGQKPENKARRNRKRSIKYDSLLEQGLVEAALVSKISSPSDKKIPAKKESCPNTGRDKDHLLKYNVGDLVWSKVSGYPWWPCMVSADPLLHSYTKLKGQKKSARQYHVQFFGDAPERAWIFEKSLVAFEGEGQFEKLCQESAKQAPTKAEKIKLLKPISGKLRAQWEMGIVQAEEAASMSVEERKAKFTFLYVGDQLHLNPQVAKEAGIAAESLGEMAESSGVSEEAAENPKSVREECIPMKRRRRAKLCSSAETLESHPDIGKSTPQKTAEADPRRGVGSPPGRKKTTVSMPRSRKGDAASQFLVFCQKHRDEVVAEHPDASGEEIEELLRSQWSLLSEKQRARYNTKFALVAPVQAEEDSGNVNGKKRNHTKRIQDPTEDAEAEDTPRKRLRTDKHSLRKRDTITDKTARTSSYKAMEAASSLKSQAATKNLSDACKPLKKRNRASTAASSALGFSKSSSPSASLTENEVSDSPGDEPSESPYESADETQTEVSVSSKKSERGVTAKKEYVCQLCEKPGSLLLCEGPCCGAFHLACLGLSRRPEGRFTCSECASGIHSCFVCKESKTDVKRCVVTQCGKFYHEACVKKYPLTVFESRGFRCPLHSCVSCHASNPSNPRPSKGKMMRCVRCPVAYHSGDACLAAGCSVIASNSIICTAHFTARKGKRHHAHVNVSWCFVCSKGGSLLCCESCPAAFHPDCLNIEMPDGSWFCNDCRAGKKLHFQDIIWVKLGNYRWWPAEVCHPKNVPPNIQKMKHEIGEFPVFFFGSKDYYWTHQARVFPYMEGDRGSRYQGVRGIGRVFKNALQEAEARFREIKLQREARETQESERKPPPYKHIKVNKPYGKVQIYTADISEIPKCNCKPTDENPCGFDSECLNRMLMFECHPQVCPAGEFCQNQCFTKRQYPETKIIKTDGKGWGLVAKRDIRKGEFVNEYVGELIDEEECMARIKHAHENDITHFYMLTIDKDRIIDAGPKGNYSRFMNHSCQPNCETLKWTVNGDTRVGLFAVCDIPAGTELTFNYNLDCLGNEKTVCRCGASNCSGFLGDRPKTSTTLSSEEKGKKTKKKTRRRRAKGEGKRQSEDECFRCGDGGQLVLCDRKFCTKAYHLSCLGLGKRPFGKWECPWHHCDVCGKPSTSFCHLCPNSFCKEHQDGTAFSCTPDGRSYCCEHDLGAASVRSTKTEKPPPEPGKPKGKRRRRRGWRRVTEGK
# The depositor's hits bear a star; i = inactive; ? = inconclusive.
C[C@@H]1CN([C@@H](C)CO)C(=O)Cc2cc(NC(=O)Nc3ccccc3)ccc2O[C@@H]1CN(C)CC1CCCCC1
  NSD2 inh: -8

COc1ccc(CN(C)C[C@H]2Oc3c(NS(=O)(=O)c4ccccc4)cccc3C(=O)N([C@@H](C)CO)C[C@H]2C)cc1
  NSD2 inh: 0

C[C@H]1CN([C@@H](C)CO)C(=O)c2cc(NC(=O)C3CC3)ccc2O[C@H]1CN(C)Cc1ccc2c(c1)OCO2
  NSD2 inh: -4

C[C@@H]1CN([C@@H](C)CO)C(=O)c2cc(C#CC3CC3)cnc2O[C@H]1CN(C)C(=O)Nc1ccc(F)cc1
  NSD2 inh: 8

CC1(C)C=C(c2ccc(C3=CC(C)(C)NC(C)(C)C3)s2)CC(C)(C)N1
  NSD2 inh: 5

C[C@H](CO)N1C[C@H](C)[C@H](CN(C)C(=O)C2CCC2)Oc2ncc(-c3cccc(F)c3)cc2C1=O
  NSD2 inh: 1

COc1ccc(NC(=O)Nc2ccc3c(c2)CC(=O)N([C@H](C)CO)C[C@H](C)[C@H](CN(C)S(=O)(=O)c2c(C)noc2C)O3)cc1
  NSD2 inh: 0

Cn1cc(C2=C(c3ccc(Cl)cc3Cl)C(=O)NC2=O)c2ccccc21
  NSD2 inh: -3

C[C@H](CO)N1C[C@H](C)[C@@H](CN(C)Cc2ccccc2)Oc2ccc(NC(=O)C3CC3)cc2CC1=O
  NSD2 inh: 1

C[C@@H]1CN([C@@H](C)CO)S(=O)(=O)c2ccc(C#CC3CCCC3)cc2O[C@@H]1CN(C)C(=O)Cc1ccccc1
  NSD2 inh: -4

C[C@@H]1CN([C@H](C)CO)S(=O)(=O)c2ccc(C#CC3(O)CCCC3)cc2O[C@@H]1CN(C)C(=O)c1ccccc1
  NSD2 inh: 5

COc1ccc(-c2coc3c(OC)c(O)ccc3c2=O)cc1
  NSD2 inh: -2

CC(C)NC(=O)N(C)C[C@H]1OCCCC[C@@H](C)Oc2ccc(N(C)C)cc2C(=O)N([C@@H](C)CO)C[C@@H]1C
  NSD2 inh: ?

COCC#Cc1ccc2c(c1)O[C@H](CN(C)CC1CC1)[C@H](C)CN([C@@H](C)CO)S2(=O)=O
  NSD2 inh: -2

C[C@H](CO)N1C[C@H](C)[C@H](CN(C)Cc2ccc(Oc3ccccc3)cc2)Oc2ccc(NC(=O)CCCCCC(=O)Nc3ccccc3N)cc2CC1=O
  NSD2 inh: -6

C[C@@H]1CN([C@H](C)CO)C(=O)c2cc(NC(=O)CCCN(C)C)ccc2O[C@@H](C)CCCCO[C@H]1CN(C)C(=O)Nc1ccccc1
  NSD2 inh: 0

C[C@H](CO)N1C[C@H](C)[C@H](CN(C)Cc2ccc(C(=O)O)cc2)Oc2ccc(NC(=O)Cc3cn(C)c4ccccc34)cc2CC1=O
  NSD2 inh: -1

Cc1noc(C)c1NC(=O)Nc1cccc2c1O[C@@H](CN(C)C(=O)Nc1ccc(C(F)(F)F)cc1)[C@@H](C)CN([C@H](C)CO)C2=O
  NSD2 inh: -1

C[C@@H]1CN([C@@H](C)CO)C(=O)c2cc(NS(=O)(=O)c3ccc(F)cc3)ccc2O[C@@H](C)CCCCO[C@@H]1CN(C)C(=O)Cc1ccccc1
  NSD2 inh: -2

COCC(=O)N(C)C[C@H]1Oc2cc(Br)ccc2S(=O)(=O)N([C@@H](C)CO)C[C@@H]1C
  NSD2 inh: -2

COc1ccc(S(=O)(=O)N(C)C[C@@H]2OCCCC[C@@H](C)Oc3ccc(NC(=O)NC4CCCCC4)cc3C(=O)N([C@@H](C)CO)C[C@@H]2C)cc1
  NSD2 inh: -1

C[C@H]1CCCCO[C@H](CN(C)C(=O)Nc2cccc3ccccc23)[C@@H](C)CN([C@@H](C)CO)C(=O)c2cc(NC(=O)c3ccncc3)ccc2O1
  NSD2 inh: -1

CC(=O)NCCCC[C@@H]1NC(=O)[C@@H]2C[C@H](C(=O)NCc3ccc(F)cc3)[C@H](c3cccc(OCCO)c3)N2C1=O
  NSD2 inh: -2

COc1ccc([C@@H]2C=C(C(=O)O)O[C@H](OCc3ccc(CO)cc3)C2)cc1
  NSD2 inh: -6

C[C@@H]1CN([C@H](C)CO)S(=O)(=O)c2ccc(C#CC3CCCC3)cc2O[C@@H]1CN(C)C(=O)Nc1cc(F)ccc1F
  NSD2 inh: 3

COc1ccc(NC(=O)N(C)C[C@H]2Oc3c(NC(=O)NC4CCCCC4)cccc3C(=O)N([C@H](C)CO)C[C@H]2C)cc1
  NSD2 inh: 4

COc1ccc(NC(=O)N(C)C[C@@H]2OCCCC[C@H](C)Oc3ccc(NC(=O)c4ccccc4)cc3C(=O)N([C@H](C)CO)C[C@@H]2C)cc1
  NSD2 inh: -5

C[C@H]1CN([C@@H](C)CO)S(=O)(=O)c2ccc(-c3cncnc3)cc2O[C@H]1CN(C)C(=O)NC1CCCC1
  NSD2 inh: -2

C[C@H]1CN([C@@H](C)CO)C(=O)Cc2cc(NC(=O)Cc3ccccc3)ccc2O[C@@H]1CN(C)Cc1ccc(C(=O)Nc2ccccc2N)cc1
  NSD2 inh: 1

C[C@@H]1CN([C@@H](C)CO)C(=O)c2cc(NS(=O)(=O)c3cn(C)cn3)ccc2O[C@@H](C)CCCCO[C@@H]1CN(C)C
  NSD2 inh: 5

C/C=C/c1cnc2c(c1)C(=O)N([C@H](C)CO)C[C@H](C)[C@@H](CN(C)C(=O)c1cccc(F)c1)O2
  NSD2 inh: 2

C[C@@H]1CN([C@H](C)CO)C(=O)Cc2cc(NC(=O)Nc3ccc(F)cc3)ccc2O[C@@H]1CN(C)S(=O)(=O)c1cccs1
  NSD2 inh: -6

CC(C)NC(=O)N(C)C[C@@H]1Oc2cc(C#CC(C)(C)O)ccc2S(=O)(=O)N([C@@H](C)CO)C[C@@H]1C
  NSD2 inh: -8

C[C@@H]1CN([C@H](C)CO)C(=O)c2cc(NS(=O)(=O)c3ccccc3)ccc2O[C@H]1CN(C)Cc1ccc(C(=O)O)cc1
  NSD2 inh: 0

C[C@@H]1CN([C@@H](C)CO)C(=O)Cc2cc(NC(=O)Nc3cccc4ccccc34)ccc2O[C@@H]1CN(C)S(=O)(=O)c1ccccc1
  NSD2 inh: 7

C[C@@H]1CN([C@H](C)CO)C(=O)Cc2cc(NC(=O)Nc3ccc4c(c3)OCO4)ccc2O[C@H]1CN(C)C(=O)Nc1ccc(F)cc1
  NSD2 inh: i

C[C@@H]1CN([C@H](C)CO)C(=O)Cc2cc(NC(=O)Nc3ccc4c(c3)OCO4)ccc2O[C@@H]1CN(C)C(=O)Nc1ccccc1
  NSD2 inh: -152

C[C@@H]1CCCCO[C@H](CN(C)C(=O)c2ccccc2)[C@@H](C)CN([C@@H](C)CO)C(=O)c2cc(NC(=O)Nc3ccc(F)cc3)ccc2O1
  NSD2 inh: -4

C[C@@H]1CN([C@H](C)CO)C(=O)Cc2cc(NC(=O)CCCCCC(=O)Nc3ccccc3N)ccc2O[C@@H]1CN(C)Cc1ccc(C(F)(F)F)cc1
  NSD2 inh: -4

CCO[C@@H]1OC(C(N)=O)=C[C@H](c2ccc3c(c2)OCO3)[C@H]1CCCO
  NSD2 inh: 0

Cc1ccc(S(=O)(=O)Nc2ccc3c(c2)C(=O)N([C@@H](C)CO)C[C@H](C)[C@@H](CN(C)S(=O)(=O)c2cccs2)O3)cc1
  NSD2 inh: -1

C[C@@H]1CN([C@@H](C)CO)C(=O)c2cccc(NC(=O)Nc3ccc(C(F)(F)F)cc3)c2O[C@H]1CN(C)C(=O)Nc1ccccc1
  NSD2 inh: -4

COCC(=O)N(C)C[C@@H]1Oc2cc(C#Cc3cccnc3)ccc2S(=O)(=O)N([C@@H](C)CO)C[C@H]1C
  NSD2 inh: 7

C[C@H]1CN([C@@H](C)CO)C(=O)c2cccc(NS(C)(=O)=O)c2O[C@@H]1CN(C)CC1CCCCC1
  NSD2 inh: 3

O=C(NO)c1cccc(C(=O)N/N=C/c2ccncc2Br)c1
  NSD2 inh: 1

O=C1O[C@H](c2ccccc2)[C@H](c2ccccc2)N2[C@H]1[C@@H](C(=O)N1CCCCCCC1)[C@]1(C(=O)Nc3ccccc31)[C@H]2c1ccc(OCCO)cc1
  NSD2 inh: 2

COc1ccc(NC(=O)Nc2ccc3c(c2)C(=O)N([C@H](C)CO)C[C@@H](C)[C@@H](CN(C)C(=O)CCC(F)(F)F)OCCCC[C@H](C)O3)cc1
  NSD2 inh: -2

C[C@H]1CN([C@@H](C)CO)C(=O)c2cc(NC(=O)CCCCCC(=O)Nc3ccccc3N)ccc2O[C@H]1CN(C)C
  NSD2 inh: 5

C[C@@H]1CN([C@H](C)CO)C(=O)c2cc(C#Cc3ccccc3)cnc2O[C@H]1CN(C)CC1CCOCC1
  NSD2 inh: -3

C[C@H](CO)N1C[C@H](C)[C@H](CN(C)Cc2cccnc2)Oc2ncc(C3=CCCC3)cc2C1=O
  NSD2 inh: 1

# As a short view, some entries already given:
C[C@@H]1CN([C@@H](C)CO)C(=O)c2cccc(NC(=O)Nc3ccc(C(F)(F)F)cc3)c2O[C@H]1CN(C)C(=O)Nc1ccccc1
  NSD2 inh: -4

COCC(=O)N(C)C[C@@H]1Oc2cc(C#Cc3cccnc3)ccc2S(=O)(=O)N([C@@H](C)CO)C[C@H]1C
  NSD2 inh: 7

C[C@H]1CN([C@@H](C)CO)C(=O)c2cccc(NS(C)(=O)=O)c2O[C@@H]1CN(C)CC1CCCCC1
  NSD2 inh: 3

O=C(NO)c1cccc(C(=O)N/N=C/c2ccncc2Br)c1
  NSD2 inh: 1

O=C1O[C@H](c2ccccc2)[C@H](c2ccccc2)N2[C@H]1[C@@H](C(=O)N1CCCCCCC1)[C@]1(C(=O)Nc3ccccc31)[C@H]2c1ccc(OCCO)cc1
  NSD2 inh: 2

# New compounds follow
structure | NSD2 inh
CC1(C)CC[C@]2(C(=O)O[C@@H]3O[C@H](CO[C@@H]4O[C@H](CO)[C@@H](O)[C@H](O)[C@H]4O)[C@@H](O)[C@H](O[C@@H]4O[C@H](CO)[C@@H](O)[C@H](O)[C@H]4O)[C@H]3O)CC[C@]3(C)C(=CCC4[C@@]5(C)CC[C@H](O)[C@@](C)(C(=O)O)C5CC[C@]43C)C2C1 (some centres undefined) | -9
C[C@@H]1CN([C@@H](C)CO)S(=O)(=O)c2ccc(-c3ccccc3)cc2O[C@@H]1CN(C)C(=O)CC1CC1 | 4
Cc1cc(=O)[nH]c(SCC(=O)N2CCCCC2)n1 | -1
C[C@@H]1CN([C@H](C)CO)C(=O)c2cc(NC(=O)CCC(F)(F)F)ccc2O[C@H]1CN(C)C(=O)Nc1ccccc1 | -36
CCCC#Cc1ccc2c(c1)O[C@H](CN(C)C(=O)CC1CC1)[C@@H](C)CN([C@H](C)CO)S2(=O)=O | -5
C[C@H]1CN([C@@H](C)CO)C(=O)c2cccc(NC(=O)Nc3cccc4ccccc34)c2O[C@H]1CN(C)C(=O)Nc1cccc2ccccc12 | 6
CC(C)COC(=O)N(C)C[C@@H]1OCc2cn(nn2)CCCC(=O)N([C@@H](C)CO)C[C@H]1C | 0
C[C@@H]1CN([C@@H](C)CO)C(=O)c2cccc(NC(=O)Nc3ccc4c(c3)OCO4)c2O[C@H]1CN(C)C(=O)NC1CCCCC1 | -1
CNC[C@H]1Oc2ccc(NC(=O)C3CC3)cc2C(=O)N([C@H](C)CO)C[C@@H]1C | 2
C[C@@H]1CN([C@@H](C)CO)C(=O)c2cc(NC(=O)Cc3ccccc3)ccc2O[C@H]1CN(C)CC1CC1 | 1
O=C(O)[C@]1(Cc2ccccc2)N=C(c2ccc(OCCCO)cc2)O[C@@H]1c1ccccc1 | -4
O=C(N[C@@H]1CC[C@H](CC(=O)N2CCN(c3ccccc3)CC2)O[C@H]1CO)c1ccncc1 | 7
COc1cccc(-c2cnc3c(c2)C(=O)N([C@@H](C)CO)C[C@@H](C)[C@@H](CN(C)Cc2ccncc2)O3)c1 | 1
C[C@@H]1CCCCO[C@H](CN(C)Cc2ccc(Cl)c(Cl)c2)[C@@H](C)CN([C@@H](C)CO)C(=O)c2cc(NS(=O)(=O)c3ccccc3)ccc2O1 | 3
C[C@@H]1CN([C@@H](C)CO)C(=O)c2cc(NC(=O)Cc3cn(C)c4ccccc34)ccc2O[C@H]1CN(C)C(=O)NC1CCCCC1 | -2
C[C@@H]1CN([C@@H](C)CO)C(=O)c2cc(NS(=O)(=O)c3cccs3)ccc2O[C@@H]1CN(C)Cc1ccc(C(=O)Nc2ccccc2N)cc1 | -3
C[C@@H]1CN([C@@H](C)CO)C(=O)c2cc(NC(=O)c3ccncc3)ccc2O[C@@H](C)CCCCO[C@@H]1CN(C)Cc1ccccc1 | 0
COc1ccc(S(=O)(=O)N(C)C[C@@H]2Oc3ccc(NS(=O)(=O)c4cn(C)cn4)cc3CC(=O)N([C@@H](C)CO)C[C@H]2C)cc1 | 3
COc1ccccc1NC(=O)N(C)C[C@H]1Oc2ncc(C#CCC(C)C)cc2C(=O)N([C@@H](C)CO)C[C@@H]1C | -2
C[C@H](CO)N1C[C@H](C)[C@H](CN(C)Cc2ccc(C(=O)O)cc2)OCCCC[C@H](C)Oc2ccc(NS(=O)(=O)c3ccc(Cl)cc3)cc2C1=O | 6
C[C@H]1CN([C@@H](C)CO)C(=O)Cc2cc(NS(=O)(=O)c3ccc(Cl)cc3)ccc2O[C@@H]1CN(C)Cc1ccccc1 | -9
C[C@@H]1CN([C@H](C)CO)C(=O)Cc2cc(NC(=O)Cc3ccccc3)ccc2O[C@H]1CN(C)C(=O)Nc1ccc(F)cc1 | -3
CCCC#Cc1cnc2c(c1)C(=O)N([C@@H](C)CO)C[C@@H](C)[C@H](CN(C)C(=O)C1CCC1)O2 | ?
O=C(CCCCCCC(=O)Nc1ccccc1O)N/N=C/c1ccc(O)cc1 | 4
C[C@@H]1CN([C@@H](C)CO)C(=O)c2cc(NC(=O)Nc3cccc4ccccc34)ccc2O[C@@H](C)CCCCO[C@@H]1CN(C)S(=O)(=O)c1cccs1 | -2
COc1ccc(S(=O)(=O)N(C)C[C@H]2OCCCC[C@H](C)Oc3ccc(NC(=O)Nc4ccc(C(F)(F)F)cc4)cc3C(=O)N([C@@H](C)CO)C[C@@H]2C)cc1 | -8
C[C@@H]1CCCCO[C@H](CN(C)C(=O)Nc2cccc3ccccc23)[C@@H](C)CN([C@H](C)CO)C(=O)c2cc(N(C)C)ccc2O1 | -1
C[C@H]1CN([C@@H](C)CO)C(=O)c2cccc(NS(C)(=O)=O)c2O[C@@H]1CN(C)Cc1ccc(Cl)c(Cl)c1 | 40

# These rows are one share of the data; the hit share may differ from the screen's.
